HT1080-NT tox: kills 2HG-producing HT-1080-NT fibrosarcoma cells | HT-1080-NT fibrosarcoma viability, CellTiter-Glo ATP luminescence, 48 h | 360,000 tested, 1.6% active | Potency, µM (top dose mostly 46.1 µM), inactives show at the highest dose activity, negative = less viability, most hits filed as cytotoxic;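 further: NT is the 2HG producing partner of a matched IDH1 knockdown line; potency means the concentration at half of the fitted maximal effect; 0% = DMSO-treated cells and -100% = media-only wells without cells; nearly all actives have a fitted effect of over 55% in size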
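HT-1080-NT; 750 cells/well; 5% FBS RPMI; 48 h compound, 37 degrees C; CellTiter-Glo luminescence; curve fitting and curve-class assignment.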
HT1080 IDH1KD tx: toxicity to HT-1080 IDH1 knockdown cells (counter line); HT-1080 IDH1 knockdown viability, ATP luminescence, 48 h; Potency, µM (top dose mostly 46.1 µM), without a hit: top-dose activity, negative = toxicity, most hits filed as cytotoxic; AID 686971; 360,000 tested, 2% active;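 further: potency means the concentration at half of the fitted maximal effect; 0% = DMSO wells and -100% = cell-free medium wells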
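Luminescent ATP read-out (CellTiter-Glo, 10 min at room temperature) after 48 h compound exposure at 37 °C gave viability of IDH1-knockdown HT-1080 cells. Activity was normalised to DMSO and cell-free wells, then fitted as concentration-response curves.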
SW480 rereplic: induces DNA re-replication in SW480 colon adenocarcinoma cells. 340,000 tested, 1.8% active. Potency, µM (doses to about 46.1 µM), without a hit: at the top dose re-replication activation, actives largely listed as activators. SW480 DNA re-replication, Hoechst DNA content imaging, 48 h; further: potency means the concentration at half of the fitted maximal effect; % of control where 0% means no effect; nearly all actives have a fitted effect of over 55% in size
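Cells (250 per well) received 23 nL compound or DMSO by pin tool and were kept 48 hr at 37 C, 5% CO2. Nuclei were then stained with Hoechst for 40 min and scanned for DNA content.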
HEK293 tox: cytotoxicity in counter-screen for GLP-1R inverse agonists. HEK293 cAMP-luciferase reporter cells, luminescence, 24 h. Potency, µM (doses to about 38.3 µM), without a hit: at the highest dose activity change, negative = inhibition, hits mostly inhibitors. 410,000 tested, 0.13% active. AID 624418;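 further: loss of luciferase light is scored as toxicity; potency means the concentration at half of the fitted maximal effect; on the % scale 0 is the no-effect control and ±100 the full control effect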
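Compound-treated cells are incubated 24 hr at 37 deg C under 5% CO2 after a 12 hour attachment period, then luciferase detection reagent is added and luminescence is measured following 12 min at room temperature; lowered signal indicates toxicity.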
IL-1B inflam inh: blocks inflammasome-driven IL-1 beta release | THP-1 LPS/ATP IL-1B secretion, AlphaLISA, 16 h; active compounds read low | 360,000 tested, 4.7% active | activity change, % at 57.5 µM | AID 743279; in the data active means activity change below about -50%; inconclusive means mostly about -30% to -49%; further: on the % scale 0 is the no-effect control and ±100 the full control effect
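Secreted IL-1B measured by AlphaLISA bead assay after 16 h compound exposure of THP-1 cells; compounds (final up to 57.5 uM) added 1 h before LPS (250 ng/mL) and ATP (1.25 mM) stimulation; lower signal means less secretion.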
KB-3-1 cytotox: kills parental KB-3-1 adenocarcinoma cells. KB-3-1 viability, CellTiter-Glo ATP luminescence, 72 h. Potency, µM (titrated, usually from 46.1 µM), inactives show at the top dose activity change, negative = cytotoxic, actives largely listed as cytotoxic. 400,000 tested, 1.4% active; further: potency means the concentration at half of the fitted maximal effect; on the % scale 0 is the no-effect control and ±100 the full control effect; nearly all actives have a fitted effect of over 60% in size
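Viability of parental KB-3-1 cells, measured by CellTiter-Glo luminescence, followed a 72 h incubation at 37 °C with pinned compounds in phenol-red-free DMEM containing 10% FBS.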
KB-V1 cytotox: KB-V1 MDR subline cytotoxicity; KB-V1 MDR cells viability, CellTiter-Glo, 72 h; Potency, µM (doses to about 46.1 µM), without a hit: at the top dose activity change, negative = cytotoxicity, most hits filed as cytotoxic; 400,000 tested, 3.4% active; AID 1347076; further: potency means the concentration at half of the fitted maximal effect; on the % scale 0 is the no-effect control and ±100 the full control effect; nearly all actives have a fitted effect of over 60% in size
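Cytotoxicity toward P-gp-expressing KB-V1 cells was determined as loss of CellTiter-Glo luminescence after 72 h at 37 degrees C. Compounds were tested in quantitative HTS format across a concentration range, with curves fitted to normalized data.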
D3 ag: activates the human D3 dopamine receptor. P35462. D3R DiscoveRx beta-arrestin cells, luminescence, 90 min. max activation, %. 410,000 tested, 0.58% active; in the data active means max activation above about 30%; further: 0% is about no effect; mostly tested at two doses, the higher about 12 µM
Target sequence (P35462 whole entry, looked up): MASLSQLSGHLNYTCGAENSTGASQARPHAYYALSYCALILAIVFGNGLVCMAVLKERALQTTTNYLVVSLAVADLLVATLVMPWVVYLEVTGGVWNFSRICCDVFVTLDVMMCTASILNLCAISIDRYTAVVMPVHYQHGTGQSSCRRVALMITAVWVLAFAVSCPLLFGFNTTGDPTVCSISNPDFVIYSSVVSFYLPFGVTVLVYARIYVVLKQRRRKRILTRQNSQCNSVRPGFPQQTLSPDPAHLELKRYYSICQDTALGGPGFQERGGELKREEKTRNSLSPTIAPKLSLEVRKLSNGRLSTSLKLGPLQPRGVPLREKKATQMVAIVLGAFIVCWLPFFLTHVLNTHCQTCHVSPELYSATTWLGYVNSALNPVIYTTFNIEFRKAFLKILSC
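Agonist mode: compounds and dopamine controls were applied to plated cells for 90 min at 37 degrees C after an overnight attachment at 1500 cells/well. Luminescent read-out followed 30 - 60 minutes at room temperature with DiscoveRx detection reagent.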
MCF10A rereplic: DNA re-replication induction in MCF 10a cells | MCF 10A DNA re-replication, Hoechst nuclear intensity, 48 h | Potency, µM (titrated, usually from 46.1 µM), for the others: top-dose activity, positive = re-replication, most hits filed as activators | 350,000 tested, 2.9% active | AID 624296; further: potency means the concentration at half of the fitted maximal effect; % of control where 0% means no effect; nearly all actives have a fitted effect of over 50% in size
Active calls of the source: *; u = inconclusive; x = not tested or not shown; [ ] = dose if it differs, or a comment. Unless noted, the call rests on the fitted dose curve; in most records, active means well fitted curve in the direction sought with a large enough effect; inconclusive means small, poorly fitted or top-dose-only effect, or another doubt; inactive means no such curve, though single readings can be large; an effect the other way counts as inactive or inconclusive.

Sample of the layout (14 entries):
SMILES	HT1080-NT tox	HT1080 IDH1KD tx	SW480 rereplic	HEK293 tox	IL-1B inflam inh	KB-3-1 cytotox	KB-V1 cytotox	D3 ag	MCF10A rereplic
O=C(C[C@@H]1C/C=C\C[C@@H](Cc2ccc(F)cc2)C(=O)OC[C@@H](Cc2c[nH]c3ccccc23)NC1=O)NCCO	-4%	-8%	-7%	8%	19	1%	7%	15	-7%
CCOc1cc(/C=N/NC(=O)CCn2nnc3ccccc32)ccc1O	u	-2%	-6%	0%	2	0%	-3%	27	7%
O=C1C=C(c2cc3ccccc3s2)C[C@@H](c2ccc(F)cc2)C1	16%	15%	-1%	2%	-14	-22%	-16%	-29	3%
CN(Cc1cn(Cc2ccc(C(F)(F)F)cc2)nn1)C1CN(Cc2cn(Cc3ccc(C(F)(F)F)cc3)nn2)S(=O)(=O)C1 (configuration not stated)	u	u	x	-23%	u	10µM*	u	7	x
CC1CC2=C(NC(=S)NC2c2cccc(F)c2)/C(=C/c2cccc(F)c2)C1 (configuration not stated)	-29%	u	18%	u	-64*	u	u	-9	u
O=C(NCCC1CCCCN1S(=O)(=O)c1ccc(F)cc1)C(=O)NC1CCCC1 (configuration not stated)	1%	-4%	-2%	20%	-6	-4%	0%	-13	3%
COc1ccccc1NS(=O)(=O)c1cccc(NC(=O)C(C)NC(=O)c2ccco2)c1 (configuration not stated)	-5%	-1%	14%	1%	-12	1%	18%	-4	13%
O=C(O)c1cc(-c2cccnc2)nc2ccccc12	7%	11%	12%	0%	7	6%	3%	15	u
O=C1c2ccccc2C(=O)N1CCc1nc(-c2cccnc2)no1	4%	-5%	-1%	3%	4	0%	2%	3	-1%
CC(=O)Nc1ccc(C(=O)N2CCCCC2c2cc(C(=O)Nc3cccc(C#N)c3)no2)cc1 (configuration not stated)	5%	1%	x	-10%	-20	u	8%	1	x
CC1/C(=N/O)CC(c2ccccc2)NC1c1ccccc1 (configuration not stated)	-6%	-3%	0%	9%	-4	-9%	-19%	-3	-1%
COc1ccc(-n2nc([N+](=O)[O-])c(=NCCc3cccc(C)c3)n2O)cc1	-7%	-3%	5%	-11%	-11	3%	-18%	-8	u
Cc1nnc(N/N=C/c2ccccn2)[nH]c1=O	u	u	1.3µM*	-27%	266	u	-9%	12	2.6µM*
c1ccc(CNc2nc(NCc3ccco3)nc(N3CCOCC3)n2)cc1	-2%	-10%	0%	4%	33	9%	21%	-2	14%

The listing, repeating the preview:
SMILES	HT1080-NT tox	HT1080 IDH1KD tx	SW480 rereplic	HEK293 tox	IL-1B inflam inh	KB-3-1 cytotox	KB-V1 cytotox	D3 ag	MCF10A rereplic
O=C(C[C@@H]1C/C=C\C[C@@H](Cc2ccc(F)cc2)C(=O)OC[C@@H](Cc2c[nH]c3ccccc23)NC1=O)NCCO	-4%	-8%	-7%	8%	19	1%	7%	15	-7%
CCOc1cc(/C=N/NC(=O)CCn2nnc3ccccc32)ccc1O	u	-2%	-6%	0%	2	0%	-3%	27	7%
O=C1C=C(c2cc3ccccc3s2)C[C@@H](c2ccc(F)cc2)C1	16%	15%	-1%	2%	-14	-22%	-16%	-29	3%
CN(Cc1cn(Cc2ccc(C(F)(F)F)cc2)nn1)C1CN(Cc2cn(Cc3ccc(C(F)(F)F)cc3)nn2)S(=O)(=O)C1 (configuration not stated)	u	u	x	-23%	u	10µM*	u	7	x
CC1CC2=C(NC(=S)NC2c2cccc(F)c2)/C(=C/c2cccc(F)c2)C1 (configuration not stated)	-29%	u	18%	u	-64*	u	u	-9	u
O=C(NCCC1CCCCN1S(=O)(=O)c1ccc(F)cc1)C(=O)NC1CCCC1 (configuration not stated)	1%	-4%	-2%	20%	-6	-4%	0%	-13	3%
COc1ccccc1NS(=O)(=O)c1cccc(NC(=O)C(C)NC(=O)c2ccco2)c1 (configuration not stated)	-5%	-1%	14%	1%	-12	1%	18%	-4	13%
O=C(O)c1cc(-c2cccnc2)nc2ccccc12	7%	11%	12%	0%	7	6%	3%	15	u
O=C1c2ccccc2C(=O)N1CCc1nc(-c2cccnc2)no1	4%	-5%	-1%	3%	4	0%	2%	3	-1%
CC(=O)Nc1ccc(C(=O)N2CCCCC2c2cc(C(=O)Nc3cccc(C#N)c3)no2)cc1 (configuration not stated)	5%	1%	x	-10%	-20	u	8%	1	x
CC1/C(=N/O)CC(c2ccccc2)NC1c1ccccc1 (configuration not stated)	-6%	-3%	0%	9%	-4	-9%	-19%	-3	-1%
COc1ccc(-n2nc([N+](=O)[O-])c(=NCCc3cccc(C)c3)n2O)cc1	-7%	-3%	5%	-11%	-11	3%	-18%	-8	u
Cc1nnc(N/N=C/c2ccccn2)[nH]c1=O	u	u	1.3µM*	-27%	266	u	-9%	12	2.6µM*
c1ccc(CNc2nc(NCc3ccco3)nc(N3CCOCC3)n2)cc1	-2%	-10%	0%	4%	33	9%	21%	-2	14%
Cc1ccccc1NC(=O)n1ncc2cc(Cl)ccc21	17%	15%	-3%	-10%	8	14%	-9%	7	5%
O=C(NS(=O)(=O)c1ccc(NC(=O)C2CCCO2)cc1)c1ccccc1 (configuration not stated)	11%	16%	2%	3%	19	-4%	13%	1	-4%
CC(C)NC(=O)c1sc(=S)n2c1[nH]c(=O)c1ccc(C(=O)NCCc3ccc(Cl)cc3)cc12	9%	3%	u	8%	10	1%	4%	11	-5%
CCn1cc(C(=O)OCC(=O)Nc2ccc(C(C)C)cc2)c(=O)c2ccc(C)nc21	4%	2%	0%	0%	2	20%	12%	2	0%
CN(C(=O)c1cccc(NC(=O)Cc2ccc(NC(=O)C3CCN(C(=O)c4ccccc4)CC3)cc2)c1)C1CC1	1%	1%	-6%	-7%	-2	u	27%	11	-3%
CC(C)Oc1ccc(/C=C(\C#N)C(=O)NC2CC2)cc1	18%	14%	1%	-2%	-16	-3%	u	-7	3%
CCNC(=O)C1(C)CCN(C(=O)c2c(-c3ccccc3)noc2C)C1 (configuration not stated)	28%	0%	x	3%	27	0%	6%	1	x
C/C(=N\O)C(=O)Nc1ccccc1	5%	8%	3%	3%	6	-1%	2%	7	1%
CCCc1nc2ccccc2n1C(CC)C(=O)NC(C)(C)C (configuration not stated)	0%	-4%	x	20%	-19	-11%	-34%	-2	x
COc1ccc(-c2oc3ccc(N4CCOCC4)cc3c2C#CC2(O)CCCCC2)cc1	u	21µM*	u	9%	11	21µM*	3%	84*	u
COc1ccccc1OCCn1c(C(C)O)nc2ccccc21 (configuration not stated)	-6%	-13%	-1%	-9%	18	-3%	-21%	-2	-1%

Of the compounds above, these contain a cyano group.
SMILES	HT1080-NT tox	HT1080 IDH1KD tx	SW480 rereplic	HEK293 tox	IL-1B inflam inh	KB-3-1 cytotox	KB-V1 cytotox	D3 ag	MCF10A rereplic
CC(=O)Nc1ccc(C(=O)N2CCCCC2c2cc(C(=O)Nc3cccc(C#N)c3)no2)cc1 (configuration not stated)	5%	1%	x	-10%	-20	u	8%	1	x
CC(C)Oc1ccc(/C=C(\C#N)C(=O)NC2CC2)cc1	18%	14%	1%	-2%	-16	-3%	u	-7	3%

New compounds follow.
SMILES	HT1080-NT tox	HT1080 IDH1KD tx	SW480 rereplic	HEK293 tox	IL-1B inflam inh	KB-3-1 cytotox	KB-V1 cytotox	D3 ag	MCF10A rereplic
Cc1ccc(N(CC(=O)NC2CCCC2)C(=O)c2nsc(Cl)c2Cl)cc1	4%	-15%	3%	4%	-2	0%	-5%	-3	1%
c1ccc(NN=C2c3ccccc3-c3ccccc32)cc1	-18%	-24%	u	-2%	-9	-2%	1%	1	-60%[inhibitor]
COc1cccc(CNC(=O)C(=O)NCC(c2ccc3c(c2)OCO3)N2CCOCC2)c1 (configuration not stated)	x	x	x	1%	x	-3%	-17%	-11	x
COCCOc1cc2ncnc(N3CCC(C(=O)O)CC3)c2cc1OCCOC	13%	14%	-1%	-2%	10	1%	10%	10	0%
CCOC(=O)c1cc(C#N)c(N2CCCCC2)nc1-c1ccccc1	10%	0%	2%	17%	6	-2%	u	-5	13µM*
CCCCN(CC)CCNC(=O)CNC(=O)Cn1ccc2ccccc2c1=O	9%	15%	4%	3%	-3	4%	1%	12	1%
COc1cc2ncnc(NCc3ccc(Cl)cc3)c2cc1OC	1%	-1%	8%	-13%	-3	0%	6%	-5	3%
COC(=O)c1ccc(N2CCN(C)CC2)c(NC(=O)COc2ccc(OC)cc2)c1	-5%	-5%	13%	46%[activator]	-23	-2%	-20%	4	8%
COc1ccc(NC2=NC(=S)N(c3ccc(C)cc3)C23CCCCC3)cc1	3%	3%	1%	8%	16	-10%	0%	2	u
COc1ccccc1NC(=O)C1=C(C)Nc2nc(-c3ccco3)nn2C1c1ccccc1 (configuration not stated)	x	x	x	2%	x	-7%	u	2	x
CN(C(=O)c1ccc(-c2nn(C)c(=O)c3ccccc23)cc1)C1CCCCC1	-21%	1%	-7%	-8%	u	18µM*	4.1µM*	-26	14%
COc1ccccc1C(=O)Nc1cccc2cccnc12	-8%	-13%	-4%	-10%	-28	-25%	-3%	9	8%
COCCc1nc2ccc(C(=O)NCc3cccc(-n4cccn4)c3)cc2o1	6%	-10%	u	-8%	-3	-10%	-10%	-16	2%
CCOCCn1ccc2c(OCC(=O)Nc3ccc(OC(F)(F)F)cc3)cccc2c1=O	x	x	x	3%	x	-2%	6%	8	x
CC(C)(C)c1ccc(C(=O)NCC(=O)OCC(=O)N2CCN(S(=O)(=O)c3ccc(Cl)cc3)CC2)cc1	-4%	-5%	u	1%	0	-2%	21%	-5	-3%
COC(=O)c1c(NC(=O)CN2CCN(C(=O)c3ccco3)CC2)c2c(C)cccc2n1C	2%	0%[9.24 µM]	-5%	-7%	1	8%	-12%	17	1%

Source: PubChem (National Center for Advancing Translational Sciences (NCATS))
